Assay outcomes: PubChem BioAssay, several laboratories
Pemphigus Ab inh: human desmoglein-3 autoantibody binding inhibition. P32926. DSG3-coupled beads, scFv-anti-DSG3-GFP binding, flow cytometry; hits give low values. binding (percent of control), % at 10 µM. hit rate 0.48% among 310,000;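 active means binding more than 3 SD below its plate's average and above zero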;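 further: hits lower antibody fragment binding to DSG3; some compounds called inactive have numbers as strong as hits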
V-ATPase pHluor: yeast V-ATPase proton transport regulation by pHLuorin; S. cerevisiae, pHLuorin cytosolic pH fluorescence; response, % at 10 µM; hit rate 0.37% among 350,000; in the data active means response mostly above about 7.3%, no sharp cut-off; inactive means mostly below about 5.4%; further: actives read high; inactives centre near 0; some compounds called inactive have numbers as strong as hits; reference of the scale not given here
PKA-R1A activ: activators of PKA-R1A complex. P00514+P68181. PKA-R1A dissociation, Cy5-IP20 fluorescence polarization; scaled: DMSO 0%, 113 µM cGMP 100%. activation, % at 11.4 µM. hit rate 0.083% among 340,000. AID 504707;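 active means percent activation above the mean of all tested compounds plus 3 SD, cut at about 19% in these data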;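 further: higher means more PKAc released from R1A so a rise in polarization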
Arr AP2 block: human beta-arrestin and AP2 interaction inhibition; FITC-arrestin peptide / GST-AP2 beads, flow cytometry; AP2 beta2 appendage carries R879A mutation; inhibition, % at 10 µM; hit rate 0.31% among 340,000; AID 504490;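 active means inhibition above a set limit, near 3 SD of compounds lacking own fluorescence, cut at about 54% in these data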;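 further: plate controls were DMSO wells for no effect and 5 µM unlabelled arrestin peptide for full effect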
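System: GST-AP2 R879A glutathione beads. Medium: PBS with 0.05% Tween 20 and 0.1% BSA. Also added: FITC-arrestin peptide, 50 nM. Incubation: 12 min plus 1 h, RT. Measured by: high-throughput flow cytometry of beads, ex 488, em 535 nm. Evaluation: percent drop in bead-associated FITC signal.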
MOR-DOR ag: agonists of human mu-delta opioid receptor heterodimerization; hit rate 0.3% among 340,000; P35372+P41143; cells, OPRM1-OPRD1 heterodimerization, luminescence; AID 504326; activation, % at 9.3 µM; in the data active means activation above about 18%;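 further: 0% = vehicle-treated cells and 100% = reference agonist; values of inactives mirror those of a sister screen read the other way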
HTR5A ag: activates human HTR5A in OPRM1-OPRD1 agonist counter-screen. activation, % at 9.3 µM. P47898. HTR5A agonist assay, luminescence, cell-based. hit rate 0.61% among 340,000. AID 504692; in the data active means activation mostly above about 9.5%, no sharp cut-off; inactive means mostly below about 7.6%;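 further: 0% = cells with vehicle only and 100% = reference agonist; strong numbers were not always called active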
PKA-R2B activ: activators of human PKA-R2B complex; PKA-R2B holoenzyme dissociation, Cy5-IP20 fluorescence polarization; R2B truncated from residue 108, S112A mutant; 0% DMSO only, 100% 113 µM cGMP; activation, % at 11.4 µM; hit rate 0.079% among 340,000;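 active means activation above a cutoff set at the mean over all compounds plus 3 SD, cut at about 18% in these data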;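 further: higher means more holoenzyme dissociation and a rise in polarization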
DAGLB inhibitor: blocks human DAGLB lipase activity; Q8NCG7; HEK293T DAGLB membrane lysate, EnzChek fluorogenic substrate; hit rate 0.059% among 340,000; inhibition, % at 5.17 µM; in the data active means inhibition above about 34%;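 further: 0% = enzyme with vehicle and 100% = wells lacking enzyme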
Target sequence (Q8NCG7 whole entry, looked up): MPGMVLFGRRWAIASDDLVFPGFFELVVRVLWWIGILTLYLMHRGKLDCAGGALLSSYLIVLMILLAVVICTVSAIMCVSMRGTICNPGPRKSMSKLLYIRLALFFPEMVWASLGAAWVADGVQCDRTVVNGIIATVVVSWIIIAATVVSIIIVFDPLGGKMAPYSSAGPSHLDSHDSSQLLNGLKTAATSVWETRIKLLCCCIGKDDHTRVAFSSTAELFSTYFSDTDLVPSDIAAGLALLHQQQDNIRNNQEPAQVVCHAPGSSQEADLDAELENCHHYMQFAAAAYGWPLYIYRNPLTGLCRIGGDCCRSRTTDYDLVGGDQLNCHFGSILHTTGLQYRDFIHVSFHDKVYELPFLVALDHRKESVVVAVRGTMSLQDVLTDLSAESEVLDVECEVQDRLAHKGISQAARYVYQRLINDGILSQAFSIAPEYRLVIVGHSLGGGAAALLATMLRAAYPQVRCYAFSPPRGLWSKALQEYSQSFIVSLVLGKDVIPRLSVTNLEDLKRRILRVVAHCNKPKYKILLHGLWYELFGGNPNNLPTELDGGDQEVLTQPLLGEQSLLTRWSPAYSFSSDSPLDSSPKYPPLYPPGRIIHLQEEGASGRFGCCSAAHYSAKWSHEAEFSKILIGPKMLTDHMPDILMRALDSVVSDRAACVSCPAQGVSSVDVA
OPRM1-OPRD1 inv: inverse agonists of human mu-delta opioid receptor heterodimerization | cell-based MOR-DOR heterodimer luminescence, inverse agonism | inhibition, % at 9.3 µM | hit rate 0.21% among 340,000; in the data active means inhibition above about 22%, passing the limit was not always enough;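 further: 0% = cells with DMSO and 100% = wells without cells with DMSO; values of inactives mirror those of a sister screen read the other way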
HTR5A inv ctr: HTR5A inverse agonism, opioid heterodimer counter-screen; P47898; HTR5A cell line, luminescence; inhibition, % at 9.3 µM; hit rate 0.083% among 340,000; in the data active means inhibition mostly above about 23%, no sharp cut-off; inactive means mostly below about 18%;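 further: 0% = cells with DMSO and 100% = no-cell wells with DMSO; some compounds called inactive have numbers as strong as hits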
Active calls of the source: *; / = not tested or not shown. An unsorted share of the library; 2.4% or so of the library scored in one or more.

No.	canonical_smiles	Pemphigus Ab inh	V-ATPase pHluor	PKA-R1A activ	Arr AP2 block	MOR-DOR ag	HTR5A ag	PKA-R2B activ	DAGLB inhibitor	OPRM1-OPRD1 inv	HTR5A inv ctr
1	O=C(CC1Sc2ccccc2NC1=O)Nc1cccnc1 (configuration not stated)	106	-3	-2	-9	-2.8	5	-11	1	13	-9
2	COc1ccc(Cc2nnc(NCCO)[nH]c2=O)cc1OC	102	-1	-4	0	-3.2	1	6	1	15	-2
3	COc1ccccc1CCC(=O)N1CCC(n2nccc2NC(=O)CC(C)C)CC1	/	-1	-4	-7	-0.5	-2	0	1	3	-9
4	CC(=O)Nc1cccc(NC(=O)c2ccc([N+](=O)[O-])cc2Cl)c1	96	0	-15	2	4.6	2	-13	3	-25	8
5	Cc1cccc(C(=O)N2CCCC(c3nc(-c4ccc(F)cc4)no3)C2)c1 (configuration not stated)	97	-3	-7	-8	-1.1	2	-2	-2	5	-6
6	N#CC[n+]1cc(-c2ccc(Cl)cc2)n2c1CCC2	100	-2	-10	-9	-2.9	3	-6	0	15	7
7	CCC(c1nnc(SCC(=O)Nc2nnc(-c3ccccc3)o2)n1Cc1ccccc1)N(C)C (configuration not stated)	107	-1	3	-22	-2.3	0	-16	2	13	1
8	CCN1C(=O)NC2C1N(S(C)(=O)=O)CCN2S(C)(=O)=O (configuration not stated)	108	0	-2	8	-1.5	-9	-10	0	8	-5
9	Cc1ccc(CS(=O)(=O)CCC(=O)O)cc1	99	-6	3	/	0.7	2	1	-1	-4	-6
10	COc1ccc(NC(=O)c2ccc3c(=O)n(-c4ccc(OC)cc4OC)c(=S)[nH]c3c2)c(OC)c1	77	4	-2	20	-4.4	-3	-2	0	20	7
11	COc1ccc(C(=O)c2c(O)cc(-c3ccc(OC)cc3)oc2=O)cc1	101	1	7	/	-2.4	3	4	-3	12	-9
12	COc1ccc(C(=O)c2cnc(C(C)C)n2C)cc1	100	3	-2	19	0.0	-4	6	-1	0	10
13	CN(C)c1ccc(N=Nc2cccc3ccoc23)cc1	102	-2	5	40	-4.1	1	-6	11	18	-5
14	CSc1sc(C(=O)NN)c2c1C(O)CCC2 (configuration not stated)	100	-2	1	4	-2.2	6	4	-5	12	-24
15	CCN(CC)C(=O)CCCC(=O)N(CC)CC	85	0	-3	2	-3.5	-1	-14	-1	17	10

One compound at a time (already shown):
Cc1cccc(C(=O)N2CCCC(c3nc(-c4ccc(F)cc4)no3)C2)c1 (configuration not stated) in the list: Pemphigus Ab inh = 97; V-ATPase pHluor = -3; PKA-R1A activ = -7; Arr AP2 block = -8; MOR-DOR ag = -1.1; HTR5A ag = 2; PKA-R2B activ = -2; DAGLB inhibitor = -2; OPRM1-OPRD1 inv = 5; HTR5A inv ctr = -6
CC(=O)Nc1cccc(NC(=O)c2ccc([N+](=O)[O-])cc2Cl)c1 in the list: Pemphigus Ab inh = 96; V-ATPase pHluor = 0; PKA-R1A activ = -15; Arr AP2 block = 2; MOR-DOR ag = 4.6; HTR5A ag = 2; PKA-R2B activ = -13; DAGLB inhibitor = 3; OPRM1-OPRD1 inv = -25; HTR5A inv ctr = 8

Back to the main list, repeating the 3 entries before the break.
No.	canonical_smiles	Pemphigus Ab inh	V-ATPase pHluor	PKA-R1A activ	Arr AP2 block	MOR-DOR ag	HTR5A ag	PKA-R2B activ	DAGLB inhibitor	OPRM1-OPRD1 inv	HTR5A inv ctr
13	CN(C)c1ccc(N=Nc2cccc3ccoc23)cc1	102	-2	5	40	-4.1	1	-6	11	18	-5
14	CSc1sc(C(=O)NN)c2c1C(O)CCC2 (configuration not stated)	100	-2	1	4	-2.2	6	4	-5	12	-24
15	CCN(CC)C(=O)CCCC(=O)N(CC)CC	85	0	-3	2	-3.5	-1	-14	-1	17	10
16	O=[N+]([O-])c1cc(Cl)ccc1Sc1cccc2cccnc12	95	-1	13	5	1.6	-4	-4	0	-9	1
17	COc1ccc(-c2noc(CNC(=O)c3ccoc3C)n2)cc1OC	114	-5	-6	1	0.7	3	-9	0	-6	-10
18	CCN(CC)S(=O)(=O)c1ccc(C)c(NC(=O)CN2CCN(C)CC2)c1	102	3	7	8	-0.7	-2	-9	0	4	5
19	O=C(CSc1nnc(-c2ccccc2F)o1)NC1CC1	/	-2	0	33	-0.9	-1	-2	1	4	4
20	CSCC(C)N1CCC(N2CCC(C(=O)NCc3ccccn3)CC2)CC1 (configuration not stated)	114	2	-1	2	1.1	3	3	1	-4	-7
21	CSCCC1NC(=O)N(CC(=O)Nc2cccc(S(=O)(=O)N3CCCCCC3)c2)C1=O (configuration not stated)	91	1	4	-5	-1.0	-4	-6	1	5	13
22	CCCS(=O)(=O)N1CCc2cc(OC)c(OC)cc2C1	101	1	3	-4	-0.8	-2	-4	0	5	1
23	CCC(C(=O)Nc1cccc(C(=O)O)c1)c1ccccc1 (configuration not stated)	92	5	-10	39	-2.1	-3	-8	-1	12	8
24	CC(CCc1ccccc1)NC(=O)/C=C/c1ccccc1 (configuration not stated)	/	2	-7	20	-3.4	5	-6	-9	14	-12
25	COC(=O)C1=C(C)NC(=O)/C1=C\c1ccco1	79	3	-5	-2	-1.6	11*	-4	2	8	-33
26	CCN(C(=O)Cc1c(C(=O)O)n(CC)c2ccccc12)c1cccc(C(F)(F)F)c1	100	1	-2	0	-2.8	-2	4	4	13	7
27	C[C@@H]1CN([C@H](C)CO)C(=O)CCCn2cc(nn2)CO[C@H]1CN(C)S(=O)(=O)c1ccccc1	/	-3	-6	/	/	/	9	-1	/	/
28	c1ccc(CN=C2NN=C(c3cc4ccccc4o3)CS2)cc1	124	-3	-7	35	-1.9	0	0	-2	11	30
29	Cc1ccc(C2=NN3C(C(=O)c4ccccc4)Oc4ccccc4C3C2)cc1 (configuration not stated)	100	1	-5	22	-1.9	-1	10	-12	11	32
30	CC(C)CC(=O)Nc1nnc(S(=O)(=O)N2CCc3ccccc32)s1	99	5	1	6	6.4	1	-4	-3	-38	-2
31	COC(=O)N=Nc1c(O)[nH]c2ccc(Br)cc12	98	-32	-5	24	-4.1	0	-15	1	21	15
32	Cc1ccc2cc(S(=O)(=O)NCCC(=O)O)ccc2c1	95	2	-9	14	1.8	2	-8	0	-10	-1
33	CC(C)COC(=O)N1CCCC1C(=O)Nc1nccs1 (configuration not stated)	110	-1	-12	-4	-2.3	7	-2	6	13	-19
34	COc1ccc(N2CCN(CCCn3cnc4c(SC)ncnc43)CC2)cc1	/	0	-1	/	/	/	-12	0	/	/
35	CCC(=O)Nc1c(C)nn(C(=O)CC)c1C	102	2	-17	21	-3.8	0	-2	-1	16	8
36	Cc1noc(NC(=O)c2cccc(C(F)(F)F)c2)c1Cl	105	4	-4	6	0.5	0	17	-1	-2	14
37	COc1ccc(N2CCN(c3ccc([N+](=O)[O-])nc3)CC2)cc1	78	1	-11	-2	-0.4	-1	6	4	2	2
38	Cc1ccc(NNC(=S)Nc2ccc(C(C)C)cc2)c(C)c1	103	-2	-2	47	0.3	3	3	-4	-1	-9
39	CCCOc1nc2c(c(=O)n(C)c(=O)n2C)n1Cc1cccc2ccccc12	104	2	-6	-5	6.7	-2	-8	-3	-39	12
40	Cc1ccc(NC(=O)COC(=O)CNC(=O)c2ccc(Br)cc2)c(C)c1	105	-1	0	2	-0.6	-1	-14	-3	4	3
41	CCCN(CCC)CCCNC(=S)Nc1ccc2nc3n(c(=O)c2c1)CCCCC3	74	-3	-12	14	-2.8	6	-9	-1	15	-14
42	Cc1cccc(NC(=S)NC(C)CCc2ccccc2)c1 (configuration not stated)	97	-7	-11	36	6.3	7	-2	-4	-34	-17
43	CCCCCOc1ccc(C2C(C(=O)c3ccc(C)o3)=C(O)C(=O)N2c2cc(C)on2)cc1 (configuration not stated)	96	-2	-8	-4	-2.5	3	-3	12	14	-14
44	Cc1cccc(-n2c(-c3ccoc3C)n[nH]c2=S)c1	/	3	0	1	2.5	-3	2	-1	-13	-1
45	Cc1ccc(C)c(-n2nnnc2SCC(=O)NCCC2=CCCCC2)c1	98	0	1	25	4.5	4	-2	-5	-23	-9
46	COc1ccc(CNC(=O)C2(CC3CC(c4ccccc4)=NO3)CCN(C(=O)c3cccc(O)c3)CC2)cc1 (configuration not stated)	102	-1	-5	-1	-0.8	-2	1	2	5	-13
47	N#CCC(=O)Nc1ccc(C(=O)OCC(=O)c2ccc3c(c2)OCO3)cc1	101	-1	-11	13	-1.8	-8	-14	-2	9	20
48	COc1ccc(NC(=O)c2ccc(NC(=O)c3nc4nc(C)cc(C)n4n3)cc2)cc1	103	2	-7	2	2.9	2	-9	0	-19	-22
49	Cc1ccc(S(=O)(=O)NNC(=O)C23CCC(CC2)C3)cc1	102	6	6	/	/	/	1	-7	/	/
50	COc1cccc(NC(=O)N2CCN(C(=O)C(Cc3ccc(OC)c(OC)c3)NC(C)=O)CC2)c1 (configuration not stated)	/	1	-7	0	-2.9	1	-6	-1	16	-4
51	CCCCCN(C(=O)CCC(=O)OCC(=O)NCc1ccc(OC)cc1)c1c(N)n(CCCC)c(=O)[nH]c1=O	/	-2	-3	-7	-3.6	-2	3	1	19	3
52	CCc1nc(N)c(C#N)c(-c2ccncc2)c1C	/	1	-5	15	-1.6	0	-6	-1	8	0
53	CNC(=S)NNC(=O)c1sccc1C	101	0	-13	-7	-0.3	-3	-11	0	1	8
